Assay outcomes deposited in PubChem by several laboratories.
PrPC TRFRET – cell surface PrPC inhibition, primary TR-FRET screen; AID 720596; P04156; inhibition, % at 13.8 µM; TR-FRET read-out; actives 0.43% (n = 370,000); in the data active means inhibition above about 24%; further: 0% = median of the test wells and 100% = reference compound wells
BoNT-A LC inh2 – inhibitors of Botulinum neurotoxin A light chain protease. actives 0.17% (n = 360,000). inhibition, % at 10 µM. multiplex microsphere protease substrate cleavage, flow cytometry; further: plate controls were buffer without enzyme for full effect and enzyme alone for no effect
Anthrax LF prot – anthrax lethal factor protease inhibition. multiplex microsphere protease cleavage assay, LF. P15917. inhibition, % at 10 µM. actives 0.12% (n = 360,000). AID 588501; further: plate controls were buffer without enzyme for full effect and enzyme alone for no effect
Target sequence (P15917 whole entry, looked up): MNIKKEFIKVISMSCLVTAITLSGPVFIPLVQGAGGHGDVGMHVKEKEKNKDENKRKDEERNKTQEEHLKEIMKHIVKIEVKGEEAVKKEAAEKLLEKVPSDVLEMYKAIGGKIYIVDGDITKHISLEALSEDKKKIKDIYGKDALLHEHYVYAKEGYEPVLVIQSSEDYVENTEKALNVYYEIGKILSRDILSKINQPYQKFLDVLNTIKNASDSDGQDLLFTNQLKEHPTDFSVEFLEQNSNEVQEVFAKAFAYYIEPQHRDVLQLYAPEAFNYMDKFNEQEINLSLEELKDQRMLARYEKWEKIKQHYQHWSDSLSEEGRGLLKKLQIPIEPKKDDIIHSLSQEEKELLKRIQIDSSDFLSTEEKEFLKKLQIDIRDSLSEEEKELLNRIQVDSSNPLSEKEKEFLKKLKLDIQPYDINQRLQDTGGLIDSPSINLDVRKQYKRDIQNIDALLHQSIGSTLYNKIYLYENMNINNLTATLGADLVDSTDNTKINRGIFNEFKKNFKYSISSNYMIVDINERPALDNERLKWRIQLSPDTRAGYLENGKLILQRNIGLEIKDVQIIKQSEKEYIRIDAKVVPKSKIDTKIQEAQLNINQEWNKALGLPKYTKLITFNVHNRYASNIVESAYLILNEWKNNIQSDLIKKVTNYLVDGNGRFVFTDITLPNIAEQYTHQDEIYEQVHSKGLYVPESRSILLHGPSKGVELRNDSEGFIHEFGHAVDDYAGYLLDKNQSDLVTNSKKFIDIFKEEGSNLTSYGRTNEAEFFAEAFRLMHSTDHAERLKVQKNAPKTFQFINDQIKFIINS
PfHsp40 yeast – compounds rescuing yeast from Plasmodium falciparum HSP40 toxicity; S. cerevisiae expressing PfHsp40, growth rescue, ATP luminescence; AID 504582; growth rescue, % at 12.5 µM; actives 0.68% (n = 340,000); in the data active means growth rescue above about 28%, passing the limit was not always enough; inconclusive means no clear call, values can overlap the other calls;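 further: yeast W303a lacking pdr1 and pdr3 grown in galactose medium; growth measured after three days at 30 °C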
PriA SSB inh – K. pneumoniae PriA-SSBct interaction inhibition | inhibition, % at 33 µM | actives 0.6% (n = 430,000) | AID 1272365 | AlphaScreen SSBct-PriA binding, biotinylated peptide; in the data active means inhibition mostly above about 37%, no sharp cut-off; inactive means mostly below about 20%;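 further: plate controls were negative control peptide for no effect and reference peptide for full effect; strong numbers were not always called active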
Y pestis TopoI – blocks Yersinia pestis topoisomerase I activity; activity, % at 10 µM; AID 504884; actives 0.064% (n = 360,000); Y. pestis Topo-I cleavage product accumulation, plate reader; in the data active means activity above about 50%, passing the limit was not always enough; inconclusive means no clear call, values can overlap the other calls; further: inactives centre near 2
BH1578 lux ind – quorum light induction in luxS cqsA deficient V. cholerae; activation, % at 18.7 µM; actives 0.16% (n = 350,000); V. cholerae BH1578 lux reporter, luminescence, 6 h; AID 588436; in the data active means activation mostly above about 9.7%, no sharp cut-off; inconclusive means no clear call, values can overlap the other calls; inactive means mostly below about 3.7%; further: not every result past the cut was called active; inactives centre near 0; reference of the scale not given here
3CLpro inhibitor – SARS-CoV 3CLpro protease inhibition; P0C6X7; recombinant SARS-CoV 3CLpro, quenched FRET peptide cleavage; inhibition, % at 6 µM; actives 0.14% (n = 290,000); in the data active means inhibition above about 12%
TcdB inh – blocks C. difficile toxin B glycohydrolase activity | P18177 | actives 0.24% (n = 350,000) | AID 652162 | inhibition, % at 9.99 µM | TcdB glycohydrolase enzymatic assay, plate reader; in the data active means inhibition above about 10%
Numbers without * were called inactive; i = inactive; ? = inconclusive; . = no result given; & = joins results of further samples. Unless noted, no stated cut-off is given here; in the data, active means inhibition above about 30%; inconclusive means no clear call, values can overlap the other calls; inactive means below that.

Structure,PrPC TRFRET,BoNT-A LC inh2,Anthrax LF prot,PfHsp40 yeast,PriA SSB inh,Y pestis TopoI,BH1578 lux ind,3CLpro inhibitor,TcdB inh
C=C1CCN([C@@H](CC(C)C)C(=O)NCc2ccco2)S(=O)(=O)c2ccccc21,-5.9,0.1,-0.8,-0.4,-3.3,1.9,1.5,.,2.1
C[C@@H]1CN([C@@H](C)CO)C(=O)Cc2cc(NS(=O)(=O)c3cn(C)cn3)ccc2O[C@@H]1CN(C)C(=O)Nc1ccccc1,0.0,-0.2,-0.9,0.5,-1.6,2.7,1.0,.,1.2&-0.1
CC(C)(C)[C@H]1C=C(C(=O)N2CCOCC2)O[C@@H](OCc2ccc(CO)cc2)C1,1.5,-0.3,7.8,-0.6,-2.5,0.9,i,4.5,0.4&-0.4
CC(=O)c1cccc(NC(=O)Cn2cnc(S(=O)(=O)N3CCc4ccccc43)c2)c1,13.1,-0.3,-3.8,3.3,-14.1,12.1,-0.3,-1.0,1.1
Cc1ccc2nc(N3C(=O)C(O)=C(C(=O)c4ccco4)C3c3ccc(C)o3)sc2c1 (stereo not given),-6.7,1.3,-1.1,-2.1,-5.8,1.2,-0.6,-0.3,1.2
N#Cc1ccccc1Sc1ccccc1N,.,-0.7,-5.4,-0.5,-16.5,12.8,i,-1.8,1.2
CC(=O)OCC1=C(C(=O)O)N2C(=O)C(NC(=O)c3ccc(COc4ccc(Cl)cc4)o3)C2SC1 (stereo not given),-5.6,0.3,-5.4,1.8,-5.8,3.2,-0.4,2.3,7.6
O=S(=O)(c1ccc2nnn(O)c2c1)N1CCCCC1,7.3,-0.6,2.4,0.1,-0.2,4.6,1.4,4.5,-9.6
CCc1cc(C(=O)NNC(=O)c2csc(N3CCOCC3)n2)sc1C,2.3,-0.1,7.5,2.1,8.3,3.3,-0.7,.,1.4
CCOC(=O)c1c(NC(=O)CSc2nnc(-c3c[nH]c4ccccc34)n2C)sc2c1CCCC2,-0.8,-0.3,0.4,-0.4,-8.8,8.5,-0.4,0.3,0.6
C[C@H](NC(=O)OC(C)(C)C)C(=O)N/N=C/c1cccc2nccnc12,-3.2,1.1,2.2,-0.5,i,7.5,0.6,-2.8,-4.7
O=C(CCc1nc2ccccc2c(=O)[nH]1)NNC(=O)COc1ccccc1Cl,-6.4,6.4,0.0,2.2,11.1,3.4,i,.,4.3
COc1ccc(OC)c(S(=O)(=O)N2CCN(c3c(C)cccc3C)CC2)c1,0.0,-1.4,-4.4,0.7,-6.2,39.3,-0.2,3.0,0.6
Cc1cc(C)cc(-n2ncc3c2CCCC3NC(=O)c2cc(C)n(C)n2)c1 (stereo not given),9.0,1.1,-1.6,-0.4,2.2,11.5,-0.5,-2.2,1.1
CN1C(=O)C(=O)/C(=C(/O)c2ccc(Br)cc2)C1c1ccccc1F (stereo not given),-0.7,-2.0,-12.5,-1.3,.,-2.9,-0.6,1.7,1.9
NC(=O)C1CCCc2c1n(Cc1ccccc1)c1ccccc21 (stereo not given),2.0,-1.6,7.7,0.4,-5.4,-4.3,0.5,3.4,1.2
COc1ccc(S(=O)(=O)N(C)CC(=O)Nc2ccccc2SC)cc1,8.0,0.8,3.1,1.1,-18.5,14.5,i,1.8,.
COc1ccc(S(=O)(=O)N2Cc3cnnn3-c3ccccc3C2C#N)cc1 (stereo not given),8.9,0.0,0.6,-0.6,-6.2,-5.6,-1.4,.,1.1
COc1ccc(/C=N/NC(=O)c2cc(-c3ccccc3OC)nc3ccccc23)cc1COC(C)=O,-7.1,0.7,1.3,-0.8,.,-1.4,-5.0,1.6,.
COCCCNC(=O)CCSc1ccc(Cl)cc1,2.2,1.4,-6.0,-1.8,-26.0,7.2,i,-0.1,.

The list continues:
Structure,PrPC TRFRET,BoNT-A LC inh2,Anthrax LF prot,PfHsp40 yeast,PriA SSB inh,Y pestis TopoI,BH1578 lux ind,3CLpro inhibitor,TcdB inh
Cc1csc(N=Cc2ccc([N+](=O)[O-])o2)n1,-4.4,-0.5,-15.4,.,.,-12.3,2.9,.,0.5
CSc1nnc(CNS(=O)(=O)c2ccc(Br)cc2)n1C,-6.3,0.9,-4.4,-0.1,-19.2,-4.5,-0.6,-1.0,2.0
CCc1nnc(NS(=O)(=O)c2ccc(NC(=O)c3ccc([N+](=O)[O-])s3)cc2)s1,-30.5,-0.6,-1.7,.,.,-1.8,0.1,.,0.0
Cc1cc(=O)[nH]c(SCC(=O)Nc2ccc(C(=O)O)cc2)n1,-2.2,0.2,-2.8,-0.9,-15.7,-2.4,i,-8.3,-1.4
O=[N+]([O-])c1ccc(OCCn2cncn2)cc1,-8.3,-8.0,2.7,0.1,-6.6,-9.4,i,0.6,0.7
COc1cccc(NC(=O)COC(=O)c2sccc2C)c1,5.2,0.5,-15.2,0.3,-0.7,6.0,-1.7,.,0.8
COc1ccc(OCCNc2cc(N3CCOCC3)ccc2[N+](=O)[O-])cc1,-13.6,-0.5,-6.6,8.7,-9.3,10.7,i,9.7,.
Cn1nnnc1SCC(=O)Nc1c(Cl)cccc1Cl,-0.6,-0.3,-1.9,-1.4,-2.9,3.5,i,2.0,.
COC(=O)COc1ccc(S(=O)(=O)NCCC2=CCCCC2)cc1,0.4,0.2,-5.1,2.0,-11.8,14.8,-7.7,0.6,.
CCOC(=O)C1C(=O)C=C(N2CCOCC2)CC1c1cccc(OC)c1 (stereo not given),0.9,0.4,-3.7,-0.6,-18.1,11.7,-0.3,8.7,.
CCOC(=O)C1CCCN(CC(=O)NC2CC2)C1 (stereo not given),-5.5,-1.7,-2.8,-0.8,-5.5,6.7,i,.,.
CNc1ccc(C(=O)OCC(=O)NCc2ccc3c(c2)OCO3)cc1[N+](=O)[O-],-4.3,5.5,7.2,-1.0,0.2,6.0,i,.,0.5
O=C(c1ccc(Br)o1)N(Cc1ccccc1)Cc1ccccc1,-1.4,-0.6,-1.0,1.8,-4.1,?,-5.2,-2.1,-0.2
O=C(Nc1ccc2ccccc2c1)c1ccc2[nH]c(=O)c(=O)[nH]c2c1,-4.9,-1.0,-11.8,1.0,-4.6,1.0,-0.6,-3.5,-0.7
CN(CC(=O)Nc1ccccc1C(F)(F)F)C(=O)CCc1nc2ccccc2c(=O)[nH]1,-7.3,1.6,1.8,0.8,-0.8,1.0,i,.,0.5
CN(C)S(=O)(=O)c1ccc(C(=O)OCC2CCCO2)cc1 (stereo not given),9.6,-1.8,-9.9,0.7,-18.7,4.8,i,0.9,3.5
Cc1cc(=O)oc2cc(NC(=O)C3COc4ccccc4O3)ccc12 (stereo not given),11.3,1.0,-3.2,-0.1,-0.8,-5.2,-0.1,-4.0,.
Cc1ccc(NC(=O)COC(=O)COc2cccc3c2OC(C)(C)C3)c(C)c1,-3.4,-2.2,2.2,-0.1,-15.1,9.3,i,.,1.6
CCSc1ncccc1-c1nc2ccccc2[nH]1,-9.2,2.5,-1.1,0.3,-20.6,-2.3,-0.3,-3.8,.
Cc1cc(NC(=O)CSc2nnnn2-c2cc(Cl)ccc2C)no1,8.1,-7.0,9.7,-1.2,-1.9,20.0,-0.3,-1.2,-0.1

Carrying on:
Structure,PrPC TRFRET,BoNT-A LC inh2,Anthrax LF prot,PfHsp40 yeast,PriA SSB inh,Y pestis TopoI,BH1578 lux ind,3CLpro inhibitor,TcdB inh
Cc1nc(-c2ccccc2)sc1C(=O)CSc1ccc(F)cc1,-6.3,-0.1,-5.1,0.3,-70.4,29.9,-0.9,0.4,.
CCS(=O)(=O)NCCCCc1ccccc1,-2.0,-0.4,-0.8,0.0,0.2,-1.9,-0.4,-3.6,.
NC(=O)CC[C@H](NC(=O)OCc1ccccc1)C(=O)OCc1ccc(Cl)cc1,9.4,-1.0,-3.2,-1.2,0.6,34.6,i,6.6,.
CC(C)c1nnc(SCC(=O)N2CCOCC2)n1C,-0.8,-0.5,1.1,1.4,1.8,0.3,i,-0.3,.
Cc1c(Br)c([N+](=O)[O-])nn1CC(=O)NCC1CCCO1 (stereo not given),-7.6,-3.7,-9.4,-0.3,-8.3,-13.5,-0.5,-3.4,0.4
N=C1/C(=C\c2coc3ccccc3c2=O)C(=O)N=C2SC(c3ccncc3)=NN12,-10.8,1.0,-5.0,0.6,-13.3,3.4,-0.9,4.2,0.0
O=C(Nc1cc(Cl)ccc1-n1cncn1)c1cccs1,-9.6,-2.1,-2.3,-0.2,-1.4,7.4,0.6,.,-2.0
O=C1NCCCc2nonc21,-1.1,0.1,-5.6,0.0,-6.0,1.1,i,1.1,0.2
O=C(CSc1ccc(-c2ccc(Br)cc2)nn1)N1CCOCC1,0.1,0.4,3.4,0.0,-5.8,-5.0,-0.3,-0.5,2.1
CCOc1ccccc1NC(C)C(=O)NC(=O)NC1CCCCC1 (stereo not given),-4.4,-0.6,-0.5,0.2,19.1,20.7,i,.,2.2
COc1ccc(NC(=O)C2CCN(S(=O)(=O)c3c(C)noc3C)CC2)cc1Cl,-0.5,1.1,0.5,0.1,4.6,-2.8,i,1.3,0.7
CCOc1ccc(Nc2nc3cc(S(=O)(=O)CC)ccc3o2)cc1,-8.3,-0.1,-1.4,-1.2,5.5,-4.5,0.0,6.6,2.1
O=C(CSc1nnc(-c2cccc(Br)c2)o1)N1CCNC1=O,0.8,1.1,8.6,-0.3,-7.1,-4.3,i,.,1.6
NC(=O)c1cc(S(=O)(=O)Nc2cccc(Cl)c2)cs1,3.7,-0.6,15.3,0.8,-10.2,0.1,-12.9,0.9,1.5
NC(=O)[C@H]1CC2(CC(c3cccc(NC(=O)COc4ccc(Cl)cc4)c3)=NO2)CN1C(=O)[C@H]1CCC(=O)N1 (stereo not given in full),-8.4,0.7,7.0,0.1,-5.3,7.8,i,.,0.8
COc1cccc(OC)c1C(=O)NC(=S)N1CCN(c2ccc(C(F)(F)F)cc2[N+](=O)[O-])CC1,-2.2,-0.6,-12.2,1.0,26.9,-7.5,-0.2,-0.7,.
CCc1cc2c(=O)n(Cc3ccco3)c(SCC(=O)NCC3CCCO3)nc2s1 (stereo not given),-8.8,-2.0,-6.7,0.0,-4.8,3.7,i,5.1,0.3

2 entries from above, with two lines to a compound.
Screens in order – PrPC TRFRET	BoNT-A LC inh2	Anthrax LF prot	PfHsp40 yeast	PriA SSB inh	Y pestis TopoI	BH1578 lux ind	3CLpro inhibitor	TcdB inh
O=C(CSc1ccc(-c2ccc(Br)cc2)nn1)N1CCOCC1
  0.1	0.4	3.4	0.0	-5.8	-5.0	-0.3	-0.5	2.1
CCOc1ccccc1NC(C)C(=O)NC(=O)NC1CCCCC1 (stereo not given)
  -4.4	-0.6	-0.5	0.2	19.1	20.7	i	.	2.2

This is a subset; rates above refer to the full screens.
